Screens: PubChem, several laboratories
HIV fusion peptide: cell-free HIV fusion peptide-binding blockers – biochemical, uHTS, fluorescence dequenching, primary screen (AID 1986); cell-free peptide binding, fluorescence dequenching, 30 min; higher % means a stronger effect; actives 0.3% (n = 290,000); inhibition, % at 20 µM; hits with a dose series show IC50 in µM; in the data active = inhibition mostly above about 52%, no sharp cut-off; inactive = mostly below about 76%; also: some results filed as inactive read as strong as hits
KOR beta-arrestin-1: kappa opioid receptor blockers – cell-based, luminescence, uHTS (AID 1778). KOR beta-arrestin recruitment, luminescence, antagonist mode; higher % means a stronger effect. inhibition, % at 10 µM, or IC50 in µM where a hit was titrated. actives 0.091% (n = 290,000); also: strong numbers were not always called active
KOR beta-arrestin-2: kappa opioid receptor activators – cell-based, luminescence, uHTS, primary screen (AID 1777); KOR beta-arrestin recruitment, luminescence; higher % means a stronger effect; activation, % at 10 µM; hits with a dose series show EC50 in µM; actives 0.02% (n = 280,000); in the data active = activation above about 50%, passing the limit was not always enough; also: a part of the inactive calls stands beside numbers as strong as those of hits
Rac1 GTP hydrolysis: MgcRacGAP GTPase-activating activity inhibitors, confirmation, biochemical, ADP Hunter fluorescence; MgcRacGAP-stimulated Rac1 GTP hydrolysis, ADP Hunter fluorescence; higher % means a stronger effect; GST-tagged Rac1 F28L mutant substrate; one-dose inhibition, % at 30 µM; IC50 in µM for titrated hits; actives 0.6% (n = 340,000); AID 624330;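 active = first-screen hits whose inhibition reached a set limit at any dose in the follow-up dose series; inconclusive = inhibition above the set first-screen limit but never retested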;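 also: fluorescence reports GDP produced by GAP-driven GTP hydrolysis; strong numbers were not always called active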
GPR55 antagonists: inhibition of LPI-stimulated GPR55 beta-arrestin translocation – imaging, U2OS, beta-arrestin-GFP, LPI agonist, primary screen (AID 2013). actives 0.13% (n = 290,000). U2OS GPR55 beta-arrestin-GFP translocation imaging, LPI antagonism; higher % means a stronger effect. inhibition, % at 10 µM, or IC50 in µM where a hit was titrated;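 active = spots per cell inhibited over 60%, with over 100 cells counted and total cytoplasm intensity under 500,000; inconclusive = wells with under 100 cells, flagged as likely toxic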;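 also: U2OS cells stably carrying GPR55 and arrestin-GFP stimulated by 5 µM LPI near EC80; imaged beta-arrestin-GFP aggregate spots per cell after agonist stimulation; plate controls were LPI-stimulated DMSO wells for no effect and DMSO wells without LPI for full effect; some results filed as inactive read as strong as hits; confirmed hits need IC50 under 10 µM and bright autofluorescent wells are also inconclusive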
NOD1 NF-kB reporter: NOD1 signaling inhibitors, primary screen, cell-based, luminescence, uHTS (AID 1578); actives 1% (n = 290,000); inhibition, % at 4 µM; hits with a dose series show EC50 in µM; NOD1-driven NF-kB luciferase reporter cells, luminescence; higher % means a stronger effect; in the data active = inhibition mostly above about 36%, no sharp cut-off; inactive = mostly below about 34%;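 also: HEK-293T reporter cells stimulated with the NOD1 agonist gamma-tri-DAP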
GPR55 beta-arrestin: GPR55 agonists via beta-arrestin recruitment, primary screen, imaging, U2OS cells, beta-arrestin-GFP redistribution (AID 1961); U2OS GPR55 beta-arrestin-GFP redistribution imaging; higher % means a stronger effect; one-dose activation, % at 10 µM; EC50 in µM for titrated hits; actives 0.048% (n = 290,000);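 active = activation above 40% with more than 50 cells counted in the well; inconclusive = wells holding fewer than 50 cells, flagged as toxic or sparse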;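 also: U2OS osteosarcoma cells stably expressing GPR55 and beta-arrestin-GFP; plate controls were DMSO negative control for no effect and LPI positive control for full effect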
Large T inhibition: SV40 large T antigen inhibitors, biochemical (AID 1903) | SV40 large T antigen ATPase/helicase inhibition assay; higher % means a stronger effect | inhibition, % at 20 µM; hits with a dose series show IC50 in µM | actives 0.39% (n = 310,000); in the data active = a potency from the dose series; inconclusive = inhibition mostly from about 32% at the one dose, without a potency; inactive = the rest, 99 in 100 with inhibition below about 32%; also: strong numbers were not always called active
NOD2 inhibition: inhibition of NOD2-driven NF-kB reporter – cell-based, luminescence, uHTS, HEK293 (AID 1566). one-dose inhibition, % at 4 µM; EC50 in µM for titrated hits. actives 0.63% (n = 290,000). HEK293 NOD2/NF-kB luciferase reporter, luminescence; higher % means a stronger effect; also: many of its hits are not listed in these tables
* marks the source's active call; other numbers are inactive results; ? = inconclusive; · = no result given; [ ] = another dose, or the depositor's remark. Rule as the data show it, unless noted: active = inhibition above about 50%; inactive = the rest. An excerpt; rates above refer to the full screens.

SMILES | HIV fusion peptide | KOR beta-arrestin-1 | KOR beta-arrestin-2 | Rac1 GTP hydrolysis | GPR55 antagonists | NOD1 NF-kB reporter | GPR55 beta-arrestin | Large T inhibition | NOD2 inhibition
CC1CCCCN1C(=O)c1cc(S(=O)(=O)N2CCCCC2)c[nH]1 (configuration not stated) | 1.4% | -46.8%[20 µM] | -3.6% | 4.3% | 1.5% | -16.4% | 0.3% | · | 0.9%
Cc1ccc(S(=O)(=O)NC(Cc2ccc(Cl)cc2)C(=O)O)cc1 (configuration not stated) | -0.3% | 12.8% | -4.4% | 10.3% | -5.8% | -7.3% | 0.0% | 5.7% | 11.0%
CCc1ccc(OCC(=O)NCCOc2ccccc2)cc1 | -3.1% | -8.8% | 1.2% | 5.0% | -4.9% | -52.7% | 0.5% | -5.9% | -27.2%
Cc1cc(C)c(C(=O)Cn2nc(C(=O)O)c3ccccc3c2=O)cc1C | -0.9% | · | 4.5% | 8.7% | 17.3% | -5.2% | -0.1% | 9.0% | -4.3%
CC(=O)c1cccc(NC(=O)NNC(=O)CCC(=O)Nc2ccc(C)c(C)c2)c1 | 0.9% | 8.8% | 3.1% | -0.9% | 1.8% | 7.8% | 0.0% | -1.7% | 15.3%
O=C(COC(=O)c1ccccc1Cc1ccccc1)Nc1ccc(SC(F)F)cc1 | 0.5% | -1.2% | -2.6% | 7.1% | 22.0% | -72.8% | -0.2% | 0.2% | -60.4%
Cn1c(=O)c2c(nc(CN3CCN(c4ccccc4)CC3)n2Cc2ccccc2Cl)n(C)c1=O | 15.6% | -35.5% | 6.9% | 2.1% | -5.6% | -1.6% | 0.2% | 3.9% | 1.2%
Cn1nc(C(=O)OCc2ccccc2F)c2ccccc2c1=O | 0.6% | -14.8% | 1.2% | 2.6% | 1.3% | -23.4% | 0.1% | 3.0% | 14.6%
COC(=O)NNC(=O)C1CCC(C(=O)NNC(=O)OC)CC1 (configuration not stated) | 1.0% | 18.0% | -6.5% | 7.1% | -6.2% | -14.5% | -0.2% | 11.2% | 6.1%
O=C(CCCN1C(=O)/C(=C/c2cccs2)SC1=S)Nc1cccc(C(=O)O)c1 | 19.8% | -28.6% | -3.6% | 6.1% | -2.1% | -20.6% | -0.5% | ? | 27.3%
Cc1cc(=O)[nH]c(N/N=C/c2ccc(Cl)c([N+](=O)[O-])c2)n1 | 1.0% | -13.3% | 1.8% | 8.8% | 4.3% | -5.2% | 0.3% | 8.3% | -5.5%
CCOC(=O)c1nnn(-c2nonc2N)c1-c1ccc(C)cc1 | -1.0% | -2.0% | 2.7% | 12.8% | 4.9% | 5.8% | 0.0% | 9.7% | 6.3%
COc1ccccc1C(=O)Nc1cc(C)ccc1NC(=O)c1ccco1 | 1.7% | -21.7% | 3.3% | 4.3% | 2.5% | -27.0% | -0.1% | 0.8% | 4.9%
COCCNC(=O)CN(C(=O)c1ccc(N2CCCC2)nc1)c1ccc(Cl)cc1 | -0.2% | -5.1% | 1.8% | 5.0% | -6.1% | 11.6% | -0.2% | 1.1% | -2.4%
Cc1ccccc1NC(=O)CCNS(=O)(=O)c1cccc2nsnc12 | -1.6% | 18.7% | -1.0% | 2.8% | 10.4% | -9.7% | 0.3% | -2.4% | -4.3%
C/C(=N\NC(=O)CN(c1ccccc1)S(C)(=O)=O)c1ccccc1O | -1.8% | -36.1% | -2.3% | 1.4% | -8.4% | -35.9% | -0.4% | 8.2% | -4.0%
Cc1c(C(=O)NCc2ccccc2)cnn1-c1ccccc1 | 0.8% | 2.2% | -3.0% | 12.1% | 0.7% | -16.2% | -0.4% | 0.5% | 4.1%
CCOc1ccc(N(C(C)C(=O)NC(C)CC)S(C)(=O)=O)cc1 (configuration not stated) | -3.2% | 7.4% | -3.4% | 8.7% | 2.2% | · | 0.2% | 9.3% | 17.2%
CC(C)CN1C(=O)c2ccc(C(=O)Nc3ccc(O)cc3C(=O)O)cc2C1=O | 7.5% | 19.8% | -5.9% | 15.1% | -2.8% | -7.0% | 0.0% | 21.9% | 2.0%
COc1ccc(/C=C(\C#N)C(=O)OCC(=O)NC(C)c2ccccc2)cc1 (configuration not stated) | 0.4% | 0.3% | -0.4% | 5.4% | 5.0% | -18.7% | -0.2% | -7.3% | -2.5%
CCOCc1nnc(NC(=O)c2ccco2)s1 | 0.0% | -3.1% | -2.5% | 10.2% | 1.6% | -23.7% | 0.0% | 4.4% | -10.3%
CC(NC(=O)c1ccc(S(=O)(=O)N(C)C)cc1)c1ccc(-n2ccnc2)cc1 (configuration not stated) | 0.3% | -14.6% | -2.5% | 3.3% | 11.4% | -38.0% | 0.6% | 5.6% | 5.0%
CC1=CC(=C(C#N)C#N)C=C(C)N1CCN1CCN(C(=O)Nc2ccc(Cl)c(Cl)c2)CC1 | 0.9% | -13.4% | 5.7% | 3.7% | 1.3% | -9.3% | 0.3% | 4.0% | 6.7%
N=c1sccn1CC(=O)Nc1ccc2c(c1)CCC2 | 3.5% | -12.3% | 0.7% | 2.7% | 19.3% | -16.7% | 0.3% | 2.0% | 9.5%
Cc1ccc(-n2ncc3c2CC(C)(C)CC3NC(=O)CN2CCCC2=O)cc1 (configuration not stated) | 2.0% | 1.6% | -4.1% | -2.6% | 12.6% | -25.9% | 0.0% | 23.4% | 11.6%
O=C(c1cccs1)c1coc2ccc(O)c(CN(CCO)CCO)c12 | -1.1% | -41.7% | -0.7% | 2.4% | -15.5% | 20.8% | 0.3% | -2.6% | 6.3%
O=C(c1cnn2c(C(F)F)cc(C3CC3)nc12)N1CCOCC1 | -1.2% | 22.9% | 2.3% | 1.1% | -9.3% | -10.0% | -0.1% | 7.0% | 14.6%
CN1CCCN(C(=O)c2cccc3ccccc23)CC1 | 9.9% | -9.6%[20 µM] | -4.3% | 13.8% | -2.2% | -31.2% | 0.0% | 27.9% | 14.0%
COc1cc(-c2c(-c3cc(OC)c(OC)c(OC)c3)noc2C)ccc1F | -0.9% | -175.0%[20 µM] | -0.3% | · | -8.9% | -21.2% | -0.2% | 7.7% | 3.2%
Cc1ccc(OCCC(=O)OCC(=O)Nc2ccccc2)cc1 | 0.8% | 9.0% | 3.2% | 1.8% | 26.3% | -14.6% | 0.0% | -5.5% | 10.3%
COc1ccccc1-n1c(SCC(=O)N2CCOCC2)nc(O)c(Cc2ccccc2)c1=O | 3.9% | -17.1% | 1.5% | -2.6% | 2.2% | -12.5% | -0.1% | 2.9% | -3.5%
COc1cc(/C=N/S(=O)(=O)CCc2ccccc2)ccc1O | -0.6% | 39.7% | -1.3% | 5.0% | 7.7% | -50.1% | -0.5% | 15.3% | 2.1%
Cn1ccnc1C(=O)c1ccc(Cl)c(S(=O)(=O)N2CCOCC2)c1 | -0.2% | 19.8% | -1.6% | 9.0% | -13.9% | 11.4% | -0.1% | · | 13.4%
COc1ccccc1CNC(=O)c1ccc(OCc2c(C)noc2C)c(OC)c1 | -1.2% | -31.0% | 0.9% | -16.3% | -5.6% | -27.1% | 0.2% | 6.3% | -17.6%
CC(C)c1nn2c(=O)cc(COc3cccc(NC(=O)c4ccco4)c3)nc2s1 | 1.4% | -13.5% | -0.3% | 7.6% | -13.6% | 16.4% | -0.4% | · | 23.5%
CCN1C(=O)C(=O)N(Cc2ccc(OC)c(F)c2)C1=O | -0.8% | -2.4% | -3.6% | 0.2% | -10.5% | -16.1% | 0.2% | 7.8% | 2.8%
CC(C)CC(=O)Nc1cc2c3c(c1)C(C)C(=O)N3CCC2 (configuration not stated) | 1.3% | -44.7% | -2.9% | 13.3% | 11.1% | -5.1% | -0.3% | 15.5% | 14.5%
CCCCNS(=O)(=O)/C=C/c1ccccc1 | 1.8% | -6.7% | 3.9% | 11.2% | 10.2% | -12.1% | 0.2% | 4.7% | -2.9%
O=C(COc1ccccc1)N/N=C/c1ccc2c(c1)OCO2 | -1.1% | -24.1% | -2.7% | 3.7% | 8.3% | -22.3% | -0.2% | 6.9% | -66.1%
Cc1ccc(Cn2ccc(NC(=O)c3noc4c3CCc3ccccc3-4)n2)cc1 | -0.9% | -27.4% | 4.7% | 0.3% | -11.0% | -19.6% | -0.1% | 4.6% | 13.4%
COC(=O)c1[nH]c(C)c(/C(O)=C2\C(=O)C(=O)N(CCN3CCOCC3)C2c2cccnc2)c1C (configuration not stated) | -0.4% | -8.4% | -0.5% | 9.4% | -8.1% | -15.4% | 0.2% | 6.8% | 3.5%
CC(C)(C)OC(=O)N1CCC[C@H]1C(=O)N/N=C/c1ccc2nccnc2c1 | -1.2% | 0.6% | -0.4% | 17.2% | 20.5% | 1.6% | -0.1% | 9.0% | 6.9%
COc1ccc(C(=O)Nc2ncc(C)s2)cc1S(=O)(=O)N1CCCC1 | -0.1% | 14.1% | -0.6% | 6.3% | 10.8% | -25.2% | 0.8% | 0.2% | -27.5%
O=C(Nc1ccc(N2CCCC2)cc1)c1ccc(Br)cc1 | -10.2% | -69.0%[20 µM] | 16.9% | 15.4% | 17.4% | -13.4% | 0.2% | 14.0% | -2.7%
Cc1cccc(OCC(=O)NC(=S)NNC(=O)c2ccncc2)c1 | 5.1% | 12.1% | 6.0% | 21.3% | 6.5% | -30.1% | -0.1% | 81.5% | 4.4%
CCc1nnc(NC(=O)c2cc(-c3cccnc3)nc3ccccc23)s1 | 0.3% | -25.7% | 4.6% | 1.4% | 8.9% | -14.5% | 0.3% | 6.4% | 11.1%
CC(=O)Nc1cc2ccccc2oc1=O | 1.8% | -5.6% | -5.9% | 14.4% | 5.6% | -32.2% | -0.3% | 6.7% | 9.0%
CC(C)(C)NC(=O)CCCCCCCC(=O)NC(C)(C)C | -0.7% | -28.4%[20 µM] | · | 4.5% | 4.7% | -31.3% | 0.2% | -0.5% | -21.2%

Shown in CSV form: 3 of the compounds above.
SMILES,HIV fusion peptide,KOR beta-arrestin-1,KOR beta-arrestin-2,Rac1 GTP hydrolysis,GPR55 antagonists,NOD1 NF-kB reporter,GPR55 beta-arrestin,Large T inhibition,NOD2 inhibition
Cc1ccc(Cn2ccc(NC(=O)c3noc4c3CCc3ccccc3-4)n2)cc1,-0.9%,-27.4%,4.7%,0.3%,-11.0%,-19.6%,-0.1%,4.6%,13.4%
COC(=O)c1[nH]c(C)c(/C(O)=C2\C(=O)C(=O)N(CCN3CCOCC3)C2c2cccnc2)c1C (configuration not stated),-0.4%,-8.4%,-0.5%,9.4%,-8.1%,-15.4%,0.2%,6.8%,3.5%
CC(C)(C)OC(=O)N1CCC[C@H]1C(=O)N/N=C/c1ccc2nccnc2c1,-1.2%,0.6%,-0.4%,17.2%,20.5%,1.6%,-0.1%,9.0%,6.9%
